Eya2 inh = inhibitors of human Eya2 phosphatase activity; O00167; recombinant Eya2, OMFP fluorescence dephosphorylation (OMFP is methylfluorescein phosphate); Potency, µM (highest dose often 76.9 µM), for the others: top-dose activity, negative = inhibition, hits mostly inhibitors; actives 0.006% (n = 330,000); AID 488837; further: potency means the concentration at half of the fitted maximal effect; on the % scale 0 is the no-effect control and ±100 the full control effect
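Eya2 protein (added as 0.2 uM solution) was preincubated with compound for 10 min at ambient temperature in 50 mM HEPES pH 7.5, 50 mM NaCl, 5 uM MgCl2, 0.05% BSA, 1 mM DTT. OMFP (added at 50 uM) then reacted 10 min; fluorescence read at 485/525 nm.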
BCR signal inh = inhibitors of chronic active B-cell receptor signaling; Potency, µM (titrated, usually from 46.1 µM), for the others: at the top dose ratio change, negative = lower green/red ratio, usual class: inhibitors; actives 0.05% (n = 340,000); ABC-DLBCL IkBa-CBG/CBR reporter, luminescence ratio, 4 h; active means well fitted inhibition curve with a large enough effect in the signal ratio, with a control signal flat, not every such curve was filed as active; inconclusive means small, poorly fitted or top-dose-only effect, or effect the other way, or a change in a side signal; the % refers to the signal ratio;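 further: potency means the concentration at half of the fitted maximal effect; plate controls were basal doxycycline-induced cells for no effect and cells given 10 µM MG132 for full effect; MG132 reads +100%, hits lower the ratio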
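TMD8 human ABC-DLBCL cells with doxycycline-inducible IκBα–green luciferase fusion and unfused red luciferase, in 0.5% FBS medium; compounds up to 46 uM, 4 h at 37C. Green/red luminescence ratio, filter-overlap corrected, fitted to concentration-response curves.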
TSG101-PTAP inh = blocks PTAP/TSG101 interaction to inhibit HIV-1 budding. Potency, µM (doses to about 115 µM), for the others: top-dose activity change, negative = inhibition, usual class: inhibitors. Fluorescence polarization, FITC-PTAP peptide / Tsg101 binding. 340,000 tested, under 10 active. AID 493005. Q99816; active means well fitted inhibition curve with a large enough effect in the main read-out, with a control signal flat, not every such curve was filed as active; inconclusive means small, poorly fitted or top-dose-only effect, or effect the other way, or a change in a side signal; inactive means no such curve, though single readings can be large or run the other way; further: potency means the concentration at half of the fitted maximal effect; % of control where 0% means no effect
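Tsg101 binding domain (10 uM final) was mixed with compound and a FITC-labeled PTAP peptide (50 nM final) in HEPES pH 7.5 buffer with NaCl, Tween 20, EDTA and TCEP; fluorescence polarization was read after 20 min at r.t.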
Mito fusion act = blocks mitochondrial division or promotes mitochondrial fusion. Potency, µM (highest dose often 46.1 µM), for inactives: at the highest dose growth rescue (activation), most hits filed as activators. actives 0.23% (n = 320,000). S. cerevisiae fusion-defective mutant growth rescue, CellTiterGlo 48 h;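 further: potency means the concentration at half of the fitted maximal effect; % of control where 0% means no effect; nearly all actives have a fitted effect of over 45% in size; temperature-sensitive fusion mutants such as fzo1-1 at 37 °C on non-fermentable ethanol glycerol medium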
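Growth-rescue viability read-out: after 48 h at the non-permissive 37C in glycerol/ethanol YPEG, yeast mitochondrial fusion mutants are measured by CellTiterGlo luminescence; compounds (23 nl pinned per well) restoring growth score as division inhibitors or fusion activators.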
Tb PFK block = T. brucei PFK enzyme inhibition | actives 0.17% (n = 330,000) | Potency, µM (top dose mostly 57.5 µM), inactives show at the top dose activity, negative = inhibition, usual class: inhibitors | O15648 | AID 485367 | T. brucei PFK, ADP-Glo luminescence;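 further: potency means the concentration at half of the fitted maximal effect; 0% = uninhibited 1x PFK enzyme wells and -100% = no-enzyme wells; nearly all actives have a fitted effect of over 60% in size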
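In TEA buffer at pH 8.0 with 5 mM MgCl2, enzyme (1.25 nM) converted F6P (0.5 mM) and ATP (0.1 mM) for 45 min at room temperature. ADP product was read by luciferase luminescence.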
ELG1 repair inh = ELG1-dependent DNA repair inhibition | HEK293T ELG1-luciferase reporter, luminescence, 16 h; DNA damage induced by 5-fluorouridine | Potency, µM (top dose mostly 46.1 µM), for inactives: top-dose activity change, negative = inhibition, actives largely listed as inhibitors | actives 2.3% (n = 330,000) | AID 504467; further: potency means the concentration at half of the fitted maximal effect; on the % scale 0 is the no-effect control and ±100 the full control effect; nearly all actives have a fitted effect of over 55% in size
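Luminescence from the luciferase reporter, measured 30 min after ONE-Glo reagent at room temperature, was the read-out. Beforehand, 2,000 cells per well were exposed for 16 hr at 37 °C to 5-fluorouridine together with compound or vehicle.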
ASM inhibitor = inhibitors of human secretory acid sphingomyelinase. P17405. placental ASM, HMU-PC fluorogenic substrate, 60 min. Potency, µM (series often up to 57.5 µM), without a hit: top-dose activity change, negative = inhibition, hits mostly inhibitors. actives 0.006% (n = 340,000). AID 504937; further: potency means the concentration at half of the fitted maximal effect
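qHTS format. ASM enzyme prepared from human placenta hydrolyses the fluorogenic substrate HMU-PC0 (9 uM final) over 60 min at 37 °C after a 10 min compound preincubation.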
AT treatment = candidate therapy for ataxia-telangiectasia | […] A-T fibroblasts, KAP-1 phosphorylation AlphaLISA; neocarzinostatin DNA damage 30 min before lysis | Potency, µM (doses to about 57.5 µM), without a hit: at the highest dose activation, most hits filed as activators | actives 0.19% (n = 320,000); further: potency means the concentration at half of the fitted maximal effect; % of control where 0% means no effect; nearly all actives have a fitted effect of over 45% in size
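hTERT-immortalized A-T patient fibroblasts ([…]), 500 cells/well in OPTI-MEM, 1% FBS, got compounds for 60 min, then NCS for 30 min at 37C. Lysates were then assayed for phospho-KAP-1 by AlphaLISA (anti-pKAP1 donor, anti-KAP1 acceptor beads), 6 hr at 25C.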
TCR activator = T cell receptor activation; primary human leukocytes, anti-CD3, IL-2 HTRF, 48 h; Potency, µM (doses to about 9.22 µM), for the others: at the highest dose activation of IL-2 secretion, usual class: activators; 330,000 tested, under 10 active; AID 504894; further: % of control where 0% means no effect
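Using a-CD3 beads without co-stimulation, primary human leukocytes were exposed to compounds for 48 hr. An HTRF IL-2 kit measured the cytokine, with europium-to-d2 energy transfer producing emission at 665nm upon 320nm excitation.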
TSHR antagonist = human thyrotropin receptor antagonism | P16473 | TSHR-expressing cells, TSH-stimulated cAMP HTRF, 2 h; stronger effect = lower value | activity change, negative = inhibition, % at 11.5 µM | actives 0.2% (n = 330,000) | AID 504810;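 active means activity change below a set negative limit, meaning inhibition stronger than a set level, cut at about -70% in these data; inconclusive means activity change between two set negative limits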; further: on the % scale 0 is the no-effect control and ±100 the full control effect
Target sequence (P16473 whole entry, looked up): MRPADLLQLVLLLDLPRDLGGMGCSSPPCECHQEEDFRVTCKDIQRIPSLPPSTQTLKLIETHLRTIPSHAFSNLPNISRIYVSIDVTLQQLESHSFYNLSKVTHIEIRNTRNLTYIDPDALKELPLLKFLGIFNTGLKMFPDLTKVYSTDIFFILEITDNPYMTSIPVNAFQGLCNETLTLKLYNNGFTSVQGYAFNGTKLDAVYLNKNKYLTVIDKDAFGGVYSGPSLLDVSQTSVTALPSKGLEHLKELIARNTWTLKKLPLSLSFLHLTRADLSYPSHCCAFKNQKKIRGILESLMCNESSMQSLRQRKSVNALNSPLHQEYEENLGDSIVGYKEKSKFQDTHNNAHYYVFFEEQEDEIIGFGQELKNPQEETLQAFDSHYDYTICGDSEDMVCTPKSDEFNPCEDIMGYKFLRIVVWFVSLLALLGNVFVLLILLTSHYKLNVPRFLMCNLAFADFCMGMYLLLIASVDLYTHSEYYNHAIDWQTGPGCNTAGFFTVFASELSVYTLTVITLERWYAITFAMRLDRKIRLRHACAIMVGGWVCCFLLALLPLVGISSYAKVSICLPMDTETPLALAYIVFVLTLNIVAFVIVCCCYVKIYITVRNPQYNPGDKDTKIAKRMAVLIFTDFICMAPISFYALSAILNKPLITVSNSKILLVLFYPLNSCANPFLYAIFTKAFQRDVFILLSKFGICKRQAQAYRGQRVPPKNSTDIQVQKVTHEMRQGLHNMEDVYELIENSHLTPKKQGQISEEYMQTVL
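TSHR-expressing cells, 200/well, pre-treated with compound, then stimulated with EC80 TSH (4nM final) for 2 hours at 37 deg C. cAMP measured by competitive HTRF: anti-cAMP cryptate antibody in lysis buffer plus cAMP-d2, read after 30 minutes at room temperature.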
Integrin act MD = activates integrin-mediated alleviation for muscular dystrophy; alpha7betagal myoblasts, beta-gal FDG fluorescence, 48 h; Potency, µM (series often up to 38.3 µM), without a hit: at the highest dose activation, hits mostly activators; actives 0.064% (n = 350,000);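 further: potency means the concentration at half of the fitted maximal effect; 100% = response of the positive control SU9516; nearly all actives have a fitted effect of over 60% in size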
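alpha7betagal+/- myoblasts (passage 13, 250/well) treated 48 h at 37C with compounds at 1:260 dilution of DMSO stock. Lysed, then beta-galactosidase activity read as FDG fluorescence (ex 480/em 540) after 30 min, with pre-read for autofluorescence.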
Numbers without * were called inactive; ? = inconclusive; nt = not tested or not shown; [ ] = dose if it differs, or a comment. Unless noted, the call rests on the fitted dose curve; in most records, active means well fitted curve in the direction sought with a large enough effect; inconclusive means small, poorly fitted or top-dose-only effect, or another doubt; inactive means no such curve, though single readings can be large; an effect the other way counts as inactive or inconclusive.

SMILES	Eya2 inh	BCR signal inh	TSG101-PTAP inh	Mito fusion act	Tb PFK block	ELG1 repair inh	ASM inhibitor	AT treatment	TCR activator	TSHR antagonist	Integrin act MD
Cc1ccc(NC(=O)CCN2C(=O)CSC2=O)cc1	-10%	0%	-3%	5%	-7%	?	3%	nt	1%[46.1 µM]	3	-2%
Cc1ccccc1C(=O)Nc1cccc(N)c1	17%	-7%	1%	-1%	-6%	?	-3%	0%	8%	6	3%
CCN(Cc1ccc(C#CCCO)cc1)CC1CCCN(CCc2cccc(F)c2)C1 (configuration not stated)	-9%	?	-2%	0%	-18%	-12%	0%	21%	2%	11	?
O=C(CN1CCC(C(=O)c2ccc3c(c2)OCCO3)CC1)Nc1ccccc1F	0%	-16%	-1%	-8%	2%	?	2%[11.5 µM]	-10%	7%	11	-26%
O=C(Cc1cccs1)NCc1cn2ccccc2n1	8%	?	1%	1%	-2%	8%	1%	0%	-8%	2	15%
Cc1c2ccccc2nc2c(F)c(N(C)C)c(F)c(F)c12	1%	7%	?	12%	0%	?	0%	35%	-3%[46.1 µM]	11	14%
CC(C)COc1ccc(C(=O)NCc2ccco2)cc1	-10%	1%	-3%	5%	-1%	?	-3%	1%	5%	-11	-25%
c1cncc(CSc2nnc3ccc(-c4ccco4)nn23)c1	-9%	5%	-4%	0%	-2%	3%	5%	4%	-3%	-4	-37%
COc1cccc(C(C(=O)NC2CCCC2)N(C(=O)c2ccco2)c2ccc(NC(C)=O)cc2)c1OC (configuration not stated)	?	3%	1%	-3%	0%	6%	1%	7%	-6%	-12	21%
CC(=O)c1sc(NC(=O)COc2c(C)cc(Cl)cc2C)nc1C	-2%	?	nt	-1%	-5%	4%	nt	0%	nt	2	nt
Cc1cccc(CSCCNC(=O)CN(c2cc(C)cc(C)c2)S(C)(=O)=O)c1	2%	-1%	-7%	3%	0%	?	-1%	10%	1%	5	-35%
COc1ccc(NC(=S)Nc2ccccc2)c(OC)c1	3%	?	-8%	0%	1%	8%	-2%	4%	1%	2	-38%
COc1ccc(C2C3=C(CC(C)(C)CC3=O)N(CC(=O)O)C3=C2C(=O)CC(C)(C)C3)cc1OC	13%	-1%	-4%	-1%	3%	5%	27%	7%	0%	38	-3%
CC(OC(=O)c1ccccc1NS(=O)(=O)c1cccc(C(F)(F)F)c1)C(=O)N(C)Cc1ccccc1 (configuration not stated)	-1%	?	0%	9%	4%	-18%	-2%	4%	-5%[46.1 µM]	-16	-15%
CCOC(=O)C/C(C)=N/NC(=O)C1CC1(c1ccccc1)c1ccccc1 (configuration not stated)	-11%	?	-5%	0%	3%	-2%	4%	-1%	1%[46.1 µM]	1	11%
COCCCN1CN(S(=O)(=O)c2ccc(Cl)cc2)c2nc3ccccc3nc21	9%	7%	-4%	8%	3%	4%	4%	0%	-1%	-14	10%
O=C(NC1(C(F)(F)F)NC(=O)N(Cc2cccnc2)C1=O)c1ccncc1 (configuration not stated)	17%	9%	-6%	2%	5%	4%	-1%	nt	nt	2	3%
Cc1c(-c2ccc(Cl)cc2Cl)nc2ccccc2c1C(=O)NCCN1CCOCC1	-15%	-1%	-3%	2%	-9%	18%	-2%	0%	-2%	-10	-13%
CCn1cc(S(=O)(=O)Nc2cccnc2)cn1	-9%	3%	-4%	1%	-14%	2%	1%	8%	-9%	10	?
CCn1c(CO)nc2c1c(=O)[nH]c(=O)n2Cc1ccccc1	16%	?	0%	-1%	5%	?	4%	11%	-3%	2	-38%
CC1CCCN(S(=O)(=O)c2ccc(NC(=O)CN3C(=O)NC(C)(c4ccccc4)C3=O)cc2)C1 (configuration not stated)	6%	9%	-5%	-6%	8%	-9%	-2%	-3%	1%	4	-10%
CN(C)c1ccc(S(=O)(=O)N2CCCCC2)cc1NC(=O)C1CSC2(C)CCC(=O)N12 (configuration not stated)	10%	?	-7%	-1%	-5%	?	4%	0%	12%	-4	20%
CCC(C)(C)NC(=O)c1ccc2c(c1)OCCO2	-6%	3%	-2%	3%	-2%	?	-4%	0%	5%	-12	12%
Cc1cccc(C(=O)NCC(=O)OCC(=O)c2ccc(Br)s2)c1	0%	4%	1%	nt	-2%	8%	-1%	-2%	4%	nt	1%
CN1CCN(Cc2cc(=O)oc3cc4c(cc23)CCC4)CC1	3%	-13%	-7%	-2%	0%	15%	0%	9%	-2%	3	-20%
(listing goes on)
SMILES	Eya2 inh	BCR signal inh	TSG101-PTAP inh	Mito fusion act	Tb PFK block	ELG1 repair inh	ASM inhibitor	AT treatment	TCR activator	TSHR antagonist	Integrin act MD
COc1cc(OC)c2c(c1)OC(=O)CC2c1ccc(C)cc1 (configuration not stated)	-1%	?	0%	nt	-2%	?	4%	-16%	-6%[46.1 µM]	-5	1%
Cc1nn(CCO)c2ncc(C(=O)c3cc(Cl)ccc3O)cc12	-23%	-1%	-2%	-2%	1%	-4%	6%	3%	-3%	10	-14%
Cc1cccc(C(=O)N(CCc2ccccc2)Cc2ccccc2)c1[N+](=O)[O-]	-5%	2%	0%	3%	5%	-12%	-1%	5%	2%	13	?
CN=C(Nc1cc(Cl)ccc1Cl)SC1CC(=O)N(c2ccc(C(=O)OC)cc2)C1=O (configuration not stated)	6%	2%	-1%	-12%	-2%	-22%	?	-2%	-9%	-2	-27%
CC1CCCN(C(=O)C2CCN(c3ncnc4c3nc3n4CCCCC3)CC2)C1 (configuration not stated)	0%	?	-2%	-11%	0%	?	9%	-7%	-3%	-12	-14%
O=C(Oc1cccc2c(O)cccc12)c1ccccc1	-3%	8%	0%	?	3%	-8%	-22%	1%	-5%	-7	3%
CCN(CC)CCN(Cc1cc2cc3c(cc2[nH]c1=O)OCCO3)C(=O)NC1CCCCC1	-4%	-16%	-1%	0%	2%	?	34%	-6%	-1%	0	-28%
CC(C)=C(NC(=O)c1ccccc1)C(=O)N/N=C/c1ccc(O)cc1	-1%	3%	-2%	-7%	-3%	?	8%	-4%	-1%[46.1 µM]	6	2%
O=C1COC(c2ccccc2)=CN1Cc1ccccc1	-4%	0%	1%	1%	-1%	20%	3%	11%	-5%	-11	-4%
Cc1nnc(SCC(=O)N(C)Cc2ccccc2)[nH]c1=O	4%[15.4 µM]	2%	-1%	-2%	3%	-1%	2%	22%	0%	-10	19%
COc1cccc(CN2CCN(C3CCN(c4ccccc4C)CC3)CC2CCO)c1 (configuration not stated)	-4%	-11%	1%	0%	0%	?	-2%	1%[11.5 µM]	0%	8	-7%
O=C(NCCc1ccccc1F)N[C@@H](Cc1ccccc1)C(=O)O	6%	?	-8%	6%	-1%	-3%	1%	7%	5%	7	-5%
CCCN(CCC)S(=O)(=O)c1ccc(C(=O)Nc2nnc(-c3cccc(OC)c3)o2)cc1	8%	-7%	0%	-5%	-1%	?	-1%	-12%	5%	6	-15%
COc1ccc(N2CCN(CCCNS(=O)(=O)c3c(C)noc3/C=C/N(C)C)CC2)cc1	-35%	?	nt	-1%	7%	-16%	nt	-12%	nt	-12	nt
COc1ccc(OCC(=O)O/N=C(\N)Cc2cccs2)cc1	-2%	0%	-2%	-1%	0%	?	-3%	11%	0%	-4	4%
CCOC(=O)N1CCC(NC(=O)CCc2nc(-c3ccccc3F)no2)CC1	-30%	1%	-2%	4%	0%	-1%	2%	8%	-6%	0	2%
COc1ccccc1CNC(=O)c1cnc2ccccn2c1=O	16%	0%	-3%	2%	-10%	8%	27%	6%	-4%	-3	-13%
CCCC1C2C(=O)N(c3ccccc3OC)C(=O)C2ON1c1ccccc1 (configuration not stated)	-3%	-10%	-5%	-2%	2%	0%	0%	3%	0%	1	1%
CN(C)c1ccc(N=Nc2ccccc2C(=O)OCC(=O)N2CCCCCC2)cc1	-7%	-2%	-12%	13%	8%	?	-24%	-10%	2%[46.1 µM]	-12	-12%
Cc1cc(Cl)c(S(=O)(=O)NCc2cccnc2)cc1OCC(N)=O	3%	-15%	-4%	1%	-8%	7%	-2%	-3%	3%	5	-5%

Source: PubChem
